ABCB6 inh MLPCN = ABCB6 transporter inhibitors, primary screen, K562-ABCB6 cells, flow cytometry, MLPCN library. ATP-binding cassette sub-family B member 6 (Homo sapiens), Q9NP58. K562-ABCB6 porphyrin accumulation, 1 h; stronger effect = lower value. fluorescence ratio to DMSO, % at 10 µM. actives 0.19% (n = 360,000). AID 602162, 2011;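 active means fluorescence ratio to DMSO below 75%, the collection mean minus 3 SD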;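 further: signal is porphyrin accumulated inside mitochondria; 100% equals median channel fluorescence of DMSO control wells; lower ratio means ABCB6 inhibition with less porphyrin fluorescence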
Target sequence (Q9NP58 whole entry, looked up): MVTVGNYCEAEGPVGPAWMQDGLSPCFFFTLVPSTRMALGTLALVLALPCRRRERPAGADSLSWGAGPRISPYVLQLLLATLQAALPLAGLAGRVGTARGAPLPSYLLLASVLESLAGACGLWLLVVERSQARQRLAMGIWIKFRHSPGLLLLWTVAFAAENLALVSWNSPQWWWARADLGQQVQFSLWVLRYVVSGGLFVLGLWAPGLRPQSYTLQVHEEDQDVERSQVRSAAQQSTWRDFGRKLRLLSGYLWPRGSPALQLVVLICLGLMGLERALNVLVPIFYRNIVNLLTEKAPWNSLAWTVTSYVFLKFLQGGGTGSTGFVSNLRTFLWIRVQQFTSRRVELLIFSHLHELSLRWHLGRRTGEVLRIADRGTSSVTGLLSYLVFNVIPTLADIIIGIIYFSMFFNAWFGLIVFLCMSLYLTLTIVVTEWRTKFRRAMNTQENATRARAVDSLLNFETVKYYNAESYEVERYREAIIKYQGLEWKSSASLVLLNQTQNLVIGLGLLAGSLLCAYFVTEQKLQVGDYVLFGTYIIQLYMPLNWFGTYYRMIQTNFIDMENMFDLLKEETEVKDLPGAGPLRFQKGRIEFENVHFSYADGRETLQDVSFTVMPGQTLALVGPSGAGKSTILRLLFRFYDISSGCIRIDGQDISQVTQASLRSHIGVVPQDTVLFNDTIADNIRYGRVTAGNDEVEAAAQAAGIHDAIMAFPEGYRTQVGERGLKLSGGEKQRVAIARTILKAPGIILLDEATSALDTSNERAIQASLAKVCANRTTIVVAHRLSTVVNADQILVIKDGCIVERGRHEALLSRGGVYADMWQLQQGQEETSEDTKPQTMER
aDG glyco act = activators of alpha-DG glycosylation, primary screen, uHTS, Pro5-aDG cells, AlphaScreen; alpha-DG glycosylation AlphaScreen (IIH6); 0% Pro5, 100% B10-LARGE cell signal; activation, % at 10 µM; actives 0.22% (n = 360,000);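 active means activation of at least 8% versus controls, or a plate z-score of at least 8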;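 further: Pro5 are CHO cells carrying HIG-tagged alpha-DG that lacks glycosylation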
NOD2-RIPK2 inh = NOD2-RIPK2 binding disruptors in cells, primary screen, fluorescence, CHO cells, BLA complementation; inhibition, % at 4.98 µM; CCF4 ratio; Receptor-interacting serine/threonine-protein kinase 2 (Homo sapiens), O43353; actives 0.38% (n = 360,000); in the data active means inhibition above about 21%;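 further: 0% = vehicle only and 100% = reference blocker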
MC4R antag cAMP = MC4R antagonists of cAMP signaling, primary screen, cell-based, TR-FRET, antagonist arm of biased-ligand search; Melanocortin receptor 4 (Homo sapiens), P32245; MC4R-expressing cells, MTII-stimulated cAMP, LANCE TR-FRET; inhibition, % at 6.5 µM; actives 0.48% (n = 360,000);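 active means inhibition above its plate's cutoff, the mean of tested wells on that plate plus 3 SD, cut at about 29% in these data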;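 further: 0% = Melanotan II alone and 100% = Melanotan II plus saturating MCL0020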
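System: U2OS cells stably expressing human melanocortin 4 receptor (MC4R). Reagent: Melanotan II challenge after compound preincubation. Doses: 6.5 µM. Times: 30-min compound, 1-h challenge, 1-h detection, room temperature. Measured by: TR-FRET with Eu-cAMP and labeled anti-cAMP, 671 nm. Replicates: singlicate.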
MC4R ag barr = MC4R agonists recruiting beta-arrestin, primary screen, cell-based, luminescence, agonist arm of biased-ligand search; Melanocortin receptor 4 (Homo sapiens), P32245; U2OS MC4R beta-arrestin complementation; percent of melanotan II response, DMSO zero; activation, % at 8.9 µM; actives 0.98% (n = 360,000); AID 540308, 2011;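 active means activation above a per-plate cutoff, the mean activation of sample wells on that plate plus 3 SD, cut at about 8% in these data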
ABHD5 PLIN5 PPI = ABHD5-PLIN5 interaction inhibitors, primary screen, cell lysate, split luciferase complementation, luminescence; Split G. princeps luciferase complementation, 4 h; inhibition, % at 4 µM; actives 0.78% (n = 360,000); AID 602281, 2012;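 active means inhibition above the mean inhibition across every tested compound plus 3 SD, cut at about 22% in these data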;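 further: 0% = DMSO only wells and the 100% control is not disclosed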
TLR9-MyD88 block = inhibitors of TLR9-MyD88 association in cells, primary screen, cell-based, CHO, BLA complementation, fluorescence. Toll-like receptor 9 (Homo sapiens) + Myeloid differentiation primary response protein …. CCF4 FRET ratio. inhibition, % at 4.98 µM. actives 0.21% (n = 340,000). AID 504734, 2011;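 active means inhibition above the mean over all tested compounds plus 3 SD, cut at about 21% in these data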;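 further: 0% = DMSO only wells and 100% = clavulanate BLA inhibitor control wells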
N-glyco inh = increase of ERlucT glycosylation luciferase signal, primary screen, N-linked glycosylation inhibitor project, D54 ERlucT cells, luminescence, set 2 | actives 0.23% (n = 360,000) | AID 588692, 2011 | D54 ERlucT glycosylation luciferase reporter, 24 h; percent of 100 nM tunicamycin response | reporter increase, % at 12.5 µM;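 active means mean luciferase reporter signal, scaled so untreated is 0 and the glycosylation-blocking control 100, at or above a set limit in every replicate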;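 further: luciferase carries N-glycosylation sites so blocking glycosylation raises the light; 0% = median of neutral control wells and 100% = median of 100 nM tunicamycin wells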
Vif inh = HIV Vif self-association inhibitors, primary screen, imaging, HEK293T, single point | inhibition, % at 7.49 µM | actives 0.35% (n = 340,000) | HEK293T cells, Vif self-association by quenched fluorescence, 24 h | AID 602346, 2012; in the data active means inhibition above about 50%, passing the limit was not always enough; further: some results filed as inactive read as strong as hits
Exocytosis inh = LAMP-1 surface exposure blockers, TALL-104 cells – cell-based, flow cytometry, MLPCN library, primary screen; TALL-104 LAMP-1 surface exposure; cells stimulated with thapsigargin and PMA; inhibition, % at 10 µM; actives 0.66% (n = 360,000);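 active means inhibition above about 55%, limit read from the data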
The depositor's hits bear a star; . = no result given.

Below each SMILES – ABCB6 inh MLPCN	aDG glyco act	NOD2-RIPK2 inh	MC4R antag cAMP	MC4R ag barr	ABHD5 PLIN5 PPI	TLR9-MyD88 block	N-glyco inh	Vif inh	Exocytosis inh
C=CCn1c(-c2csc3ccccc23)n[nH]c1=S
 : 99	0.1	-4	-1	-1.3	-10	-2	1	.	1
CCOC(=O)C1=C(c2ccccc2)N=c2s/c(=C\c3cccc(O)c3)c(=O)n2C1c1cccs1 (configuration not stated)
 : 94	-0.4	10	23	-3.6	-26	8	-6	-1	9
CCN(CC)S(=O)(=O)c1cc(NC(=O)CCn2[nH]c(=O)ccc2=O)ccc1C
 : 97	-0.1	0	7	0.9	-2	1	2	-1	2
COCCNC(=O)C1CCCN(Cc2ccc(-c3ccccc3)cc2)CC1 (configuration not stated)
 : 95	0.3	-4	-4	-0.1	6	.	0	-6	-6
O=S(=O)(Cc1ccc(Cl)cc1)c1ccccc1-c1nnc(-c2ccc(Cl)cc2)o1
 : 99	0.0	-13	7	2.5	31*	-5	1	-2	-1
COC(=O)c1ccncc1C(=O)Nc1ccc(Oc2ncc(C(F)(F)F)cc2Cl)cc1
 : 95	0.1	7	3	-2.8	-5	-11	0	-6	15
CCOC(=O)/C(C#N)=C/NC(=O)NC(C)(C)C
 : 98	0.1	-10	-3	-0.5	0	-1	1	0	-3
Cn1ncc(Cl)c1C(=O)N1CCN(C23CC4CC(CC(C4)C2)C3)CC1
 : 94	-0.2	-16	1	-0.4	-5	-18	2	8	7
Cc1ccc(OCc2cc(C(=O)N(C)Cc3nccn3C)no2)cc1C
 : 97	0.0	9	20	-0.4	4	-12	2	0	0
CN1CCC(N(C)S(=O)(=O)c2ccc(Cl)cc2)CC1
 : 108	-0.3	-15	15	-0.2	4	-6	0	-1	3
COC(=O)c1c(NC(=O)c2ccccc2)sc(C(N)=O)c1C
 : 101	0.0	0	9	-3.5	-1	4	4	0	6
CCCOC(=O)c1c(NC(=O)C2C3C=CC(C3)C2C(=O)O)sc2c1CCC(C)C2 (configuration not stated)
 : 94	-0.3	0	11	-2.9	-5	2	0	-4	2
Cc1ccc(NC(=O)C2CCCN2C(=O)OCc2ccccc2)c(O)c1 (configuration not stated)
 : 104	-0.1	-11	0	-1.1	-9	6	3	-3	0
Cc1ccc(NS(=O)(=O)c2cc3c4c(cccc4c2)C(=O)NC3=O)cc1C
 : 98	-0.1	-4	21	-2.2	1	0	3	.	23
Cc1cccc(NC(=S)N(CCN(C)C)Cc2cc3cc(C)cc(C)c3[nH]c2=O)c1
 : 96	0.0	5	11	-0.3	3	6	-1	9	2
Cc1ccccc1C(CC(=O)c1cccs1)C(C#N)C#N (configuration not stated)
 : 103	0.3	9	17	-2.1	22*	1	-8	-2	-4
CS(=O)(=O)Nc1ccc(C2=NN(C(=O)c3ccccc3)C(c3cccs3)C2)cc1 (configuration not stated)
 : 99	0.0	7	3	0.1	-3	3	-6	-12	2
Cc1cc(F)ccc1S(=O)(=O)N1CCCOC1CNC(=O)C(=O)NCc1ccccn1 (configuration not stated)
 : 98	-0.1	3	10	3.6	1	0	0	-2	-6
CC1(Oc2cccc(F)c2)CCN(Cc2ccc(-c3ccccc3)o2)C1 (configuration not stated)
 : 99	-0.3	-18	-3	10.0*	20	.	0	21	3
CC(=O)c1cn(CCC(C)C)c(=O)[nH]c1=O
 : 107	0.0	-6	7	-0.7	2	6	0	19	0
CCC(C)c1ccc(O)c(NC(=O)c2ncn[nH]2)c1 (configuration not stated)
 : 105	-0.2	1	16	0.3	-1	10	5	-3	-7
CN(C)C(=O)COC(=O)/C=C/c1ccccc1[N+](=O)[O-]
 : 104	-0.2	-5	5	1.1	1	1	-2	-1	0
Cn1c(OCc2ccco2)nc2c1c(=O)n(Cc1ccc(Cl)c(Cl)c1)c(=O)n2C
 : 101	-0.1	-2	11	-2.4	4	-1	0	20	-2
Cc1csc(SCCn2c(Br)nc3c2c(=O)[nH]c(=O)n3C)n1
 : 92	0.0	-3	3	-0.1	7	3	-2	9	-1
O=C(CCC1CCCC1)NCc1ccccn1
 : 91	-0.2	5	0	-1.0	1	-15	1	-1	1
O=C(O)c1cccnc1Nc1ccc(Cl)cc1
 : 96	0.0	-1	3	-0.1	-2	1	-8	-4	0
COc1cccc(-c2c(C(=O)N/N=C/c3cccnc3)nnn2-c2nonc2N)c1
 : 103	0.0	0	10	-3.1	-3	-1	3	5	-4
CC(=O)Nc1cc(-c2nn(C)c(=O)c3ccccc23)ccc1N1CCOCC1
 : 100	-0.1	-19	-1	3.5	1	-4	3	28	0
CCOc1ccc(/C=N/NC(=O)C2(O)c3ccccc3-c3ccccc32)cc1
 : 102	0.0	-2	6	-1.8	-6	-3	1	-9	0
O=C(N/N=C/c1ccc[nH]1)c1cc2ccccc2cc1O
 : 96	0.0	7	-1	-0.5	-4	7	-1	-4	15
CCn1c(-c2nonc2NC(=O)c2ccccc2)nc2ccccc21
 : 85	0.0	-6	9	-0.3	-4	5	-13	2	1
Cc1ccc(NC(=O)c2cccc(S(=O)(=O)N3CCN(c4ccccc4)CC3)c2)nc1
 : 86	1.2	-7	10	3.4	-5	0	-4	-11	-6
COc1ccc(N2CC(C)Cn3c2nc2c3c(=O)n(CCc3ccccc3)c(=O)n2C)cc1 (configuration not stated)
 : 96	-0.5	3	1	0.8	10	10	2	4	-4
O=C(O)c1ccc(N2CCCCC2)cc1
 : 101	-0.3	3	12	2.2	-5	-15	1	5	-1
Clc1cc(NC2CCCCC2)ncn1
 : 99	0.2	-4	11	2.0	-2	-2	-2	-7	-4
CC1=CC(c2ccc(Cl)cc2)n2nc(NC(=O)c3ccccc3)nc2N1 (configuration not stated)
 : 91	0.0	0	6	-2.2	0	4	2	-2	-2
O=C(NCCCN1CCCCCC1)c1cc2c(=O)oc3ccccc3c2s1
 : 103	-0.2	4	9	-2.2	6	5	-5	2	16
CC1CCN(CC(=O)c2c[nH]c3ccccc23)CC1
 : 93	0.0	-5	3	0.9	2	-1	1	.	2
CC(=O)Nc1ccc2nc(NC(=O)c3ccc([N+](=O)[O-])o3)sc2c1
 : 88	-0.1	-11	-3	-2.9	-1	-7	4	0	-1
COc1ccc(C2COC(=O)C2=N)c(NC(=O)c2ccc(Cl)cc2)c1 (configuration not stated)
 : 96	-0.1	-8	7	-1.5	3	5	4	3	0
C=CCOc1ccc(/C=C/C(=O)OCC(=O)NCCC2=CCCCC2)cc1
 : 95	0.0	0	-2	4.6	-1	-13	-2	.	-3
CCC(=O)NC(Cc1ccccc1)c1nc2ccccc2[nH]1 (configuration not stated)
 : 100	-0.1	-4	6	-1.2	3	-2	0	-1	16
Cc1cccc(NC(=O)c2ccc(OCc3c(C)noc3C)cc2)c1
 : 101	0.0	1	4	-1.6	6	2	0	-4	23
COc1ccc2c(c1)S(=O)(=O)c1ccccc1N2
 : 97	0.0	10	11	0.3	-2	9	-5	-8	5
CC(C)(C)c1ccc(S(=O)(=O)NCC(=O)Nc2ccc(-c3nc4ccccc4s3)cc2)cc1
 : 91	0.4	1	1	5.4	1	-2	-1	-9	6
C/C(=N\NC(=O)c1cc(-c2ccc(Cl)s2)[nH]n1)c1ccncc1
 : 99	0.2	-5	7	2.1	-6	-7	0	0	13
O=C(Cn1cnc2scc(-c3ccccc3)c2c1=O)NCc1ccco1
 : 91	0.1	1	2	0.1	3	-4	0	4	2
C[C@H](CO)N1C[C@H](C)[C@@H](CN(C)S(=O)(=O)c2ccc(F)cc2)Oc2c(NC(=O)Nc3ccc4c(c3)OCO4)cccc2C1=O
 : 98	-0.2	12	11	0.0	-4	-14	-1	8	-1
CC(C)CCN1CCN(Cc2ccc3nsnc3c2)CC1CCO (configuration not stated)
 : 102	-0.3	-2	-5	-1.6	5	-3	3	0	0
CC(=O)Nc1ccc(-c2ccnc3c2CC(C)(C(=O)NCCc2ccccc2)O3)cc1 (configuration not stated)
 : 104	-0.1	-6	11	-0.2	-10	.	0	17	3
COc1ccc(CCNC(=O)CSc2nc3c(c(=O)n(C)c(=O)n3C)n2C(C)C)cc1OC
 : 105	-0.3	2	5	1.8	4	2	3	-1	-1
O=C(Nc1ccccc1)NC1CCCCC1
 : 103	-0.1	5	7	2.0	0	1	-2	.	-4
O=C(COc1nnc2ccccn12)N1CCN(S(=O)(=O)c2ccccc2)CC1
 : 91	0.5	3	-1	0.7	-1	4	2	1	-5
Clc1ccc(OCCn2ccnc2)c(Br)c1
 : 103	0.2	-7	0	1.8	3	-3	0	-2	-2
O=C(COC(=O)Cc1c(F)cccc1Cl)NC(=O)c1ccccc1
 : 99	0.0	1	2	-2.3	-3	3	2	6	20
CC(C)Cc1nc2n[nH]c(N)c2c2c1CCC2
 : 90	0.0	-1	17	-2.1	-1	-3	-2	-2	-4
COC(=O)Cc1nc2c(N)nc(N)nc2[nH]c1=O
 : 97	-0.2	-15	-6	0.6	2	2	1	-1	4
Cc1cc(C)n(CCC(=O)N/N=C/c2ccc(O)cc2)n1
 : 91	0.1	4	12	-1.9	-2	-6	2	5	16
CC1CCCC(C)N1CC(O)COc1ccc(Cl)cc1 (configuration not stated)
 : 95	-0.2	-3	18	2.1	2	3	1	-2	3
O=C(C[n+]1cc(-c2ccccc2)n2c1CCCCC2)c1ccc(Cl)cc1
 : 94	0.0	1	3	-2.9	6	-5	2	10	-3

Following part
Below each SMILES – ABCB6 inh MLPCN	aDG glyco act	NOD2-RIPK2 inh	MC4R antag cAMP	MC4R ag barr	ABHD5 PLIN5 PPI	TLR9-MyD88 block	N-glyco inh	Vif inh	Exocytosis inh
COc1ccc(/C(C)=N/NC(=S)NCc2ccco2)cc1
 : 99	2.5	-6	0	-2.7	5	0	1	-2	-4
O=C(/C=C/c1cccc([N+](=O)[O-])c1)NCCN1C(=O)S/C(=C\c2cccnc2)C1=O
 : 96	0.0	-12	8	-0.2	3	7	2	-3	0
O=S(=O)(NCC1CCCO1)c1ccc(-c2ccc(S(=O)(=O)NCC3CCCO3)cc2)cc1 (configuration not stated)
 : 97	7.4*	-7	11	-2.5	0	-6	-8	-3	-14
CCC1(c2ccc(F)cc2)NC(=O)N(CC(=O)Nc2ccc(S(N)(=O)=O)cc2)C1=O (configuration not stated)
 : 104	-0.2	-1	9	0.4	-5	-5	5	-4	-2

High-throughput results as filed in PubChem.

Not all compounds are listed, so the mix of outcomes need not match the whole.
